Screens as filed in PubChem.
Pol III holo inh – inhibitors of bacterial DNA polymerase III holoenzyme; reconstituted DNA polymerase III holoenzyme replication, biochemical; Potency, µM (top dose mostly 57.1 µM), for inactives: top-dose activity change, negative = inhibition; actives 0.25% (n = 71,000); AID 603; further: potency means the concentration at half of the fitted maximal effect; on the % scale 0 is the no-effect control and ±100 the full control effect
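Reconstituted *E. coli* holoenzyme (0.35 nM Pol III, 1 nM beta, 154 nM SSB, 2 nM primase) was preincubated with compound for 15 min at RT. Synthesis on 1.4 nM ssM13Gori ran 35 min, then was stopped with PicoGreen/EDTA and read as dsDNA fluorescence.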
HADH2 inhib – HADH2 (human) dehydrogenase inhibition; recombinant HADH2, NADH fluorescence, beta-hydroxybutyryl-CoA; Potency, µM (top dose mostly 57.1 µM), without a hit: at the top dose activity change, negative = inhibition, usual class: inhibitors; actives 3.4% (n = 73,000); further: potency means the concentration at half of the fitted maximal effect; on the % scale 0 is the no-effect control and ±100 the full control effect; nearly all actives have a fitted effect of over 60% in size; many of its hits are not listed in these tables
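20 nM HADH2 + cpd, 15 min RT; add 1 mM NAD+/90 uM beta-hydroxybutyryl-CoA; kinetic fluorescence 360/450 nm, 4 min. Tris-HCl pH 9.0, 0.01% Tween-20.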
USP2a inhib – USP2a (human) protease inhibition; USP2a enzymatic assay, qHTS inhibition; actives 0.1% (n = 60,000); Potency, µM (series often up to 38.3 µM), inactives show at the top dose activity change, negative = inhibition, most hits filed as inhibitors; AID 927;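 further: potency means the concentration at half of the fitted maximal effect; nearly all actives have a fitted effect of over 60% in size; plate controls were DMSO for no effect and NEM full inhibition control for full effect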
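20 nM USP2 core + cpd, 30 min RT; add 20 nM Ub-PLA2/20 uM NBD C6-HPC; read Ex460/Em535 at 0 h and 2.5 h. Normalized to NEM; qHTS curve fit/classification.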
Ub-GFP proteasome – ubiquitin-GFP accumulation via proteasome inhibition; Potency, µM (top dose mostly 45.9 µM), for inactives: top-dose activation (GFP accumulation), usual class: activators; AID 526; 67,000 tested, under 10 active; Ubiquitin-GFP reporter cells, proteasome inhibition, GFP fluorescence; response scale: untreated = 0%, 10 µM MG-132 = 100%; active means well fitted activation curve with a large enough effect, not every such curve was filed as active; inconclusive means small, poorly fitted or top-dose-only effect, or another doubt; inactive means no such curve, though single readings can be large or run the other way; further: potency means the concentration at half of the fitted maximal effect
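U2OS cells expressing ubiquitin(G76V)-GFP, seeded overnight in 0.5% FBS medium, then treated 4 hr at 37 C across 46 uM to 2.9 nM. GFP-positive cells counted by laser cytometry (488 ex/515 em); %activity scaled between basal and 10 uM MG-132.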
HBB splicing – modulators of hemoglobin beta chain splicing | Potency, µM (titrated, usually from 46.1 µM), without a hit: at the highest dose activation, most hits filed as activators | HBB splicing reporter cell assay, activation; EGFP reporter with mutant IVS2-654 intron; response scale: normalised to 500 nM splice-correcting PNA | actives 0.06% (n = 65,000); further: potency means the concentration at half of the fitted maximal effect; 0% is about no effect
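HeLa cells stably expressing EGFP interrupted by mutant beta-globin intron 2 (IVS2-654), 500/well in 2% FCS. Treated with compound for 2 days at 37C. Splicing correction scored as total well GFP intensity (488 nm excitation, 500-520 nm emission); 500 nM antisense PNA served as control.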
Hsp90 Hop PPI – changes Hsp90-Hop TPR2A binding signal, up or down; AlphaScreen TPR2A-His6 binding biotin-Hsp90 C-terminal peptide; Potency, µM (series often up to 57 µM), for the others: at the top dose activity change, negative = inhibition; actives 0.44% (n = 71,000); AID 595; active means well fitted curve in either direction with a large enough effect; inconclusive means small, poorly fitted or top-dose-only effect, or another doubt; further: potency means the concentration at half of the fitted maximal effect; on the % scale 0 is the no-effect control and ±100 the full control effect; many of its hits are not listed in these tables
15-hLO inh – 15-hLO (ALOX15) enzyme inhibition; Potency, µM (highest dose often 57.1 µM), inactives show top-dose activity change, negative = inhibition, hits mostly inhibitors; actives 1.4% (n = 74,000); purified 15hLO-1, xylenol orange hydroperoxide absorbance; AID 887; P16050; further: potency means the concentration at half of the fitted maximal effect; on the % scale 0 is the no-effect control and ±100 the full control effect; nearly all actives have a fitted effect of over 55% in size
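Hydroperoxide formed from arachidonic acid (50 uM) by purified human 15hLO-1 (40 nM) oxidizes ferrous iron, and the ferric-xylenol orange complex is read at 573 versus 405 nm. Compounds were preincubated 15 min; reaction ran 6 min at room temperature.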
GFP derepression – derepresses silenced GFP locus in mouse C127i cells; AID 597; Potency, µM (titrated, usually from 46.1 µM), without a hit: at the highest dose GFP derepression (activation); actives 0.09% (n = 68,000); mouse C127i GFP locus derepression, cytometry, 30 h; further: % of control where 0% means no effect
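Murine C127i mammary cells carrying a silenced, stably integrated CMV-driven GFP reporter were treated with compound for 30 hours at 37 C. After PBS washes, GFP-positive cells were counted by laser-scanning microplate cytometry.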
BRCT inh green – blocks human BRCA1 BRCT binding to phosphopeptide, green readout; Potency, µM (titrated, usually from 76.9 µM), inactives show top-dose activity change, negative = inhibition, usual class: inhibitors; BRCA1 BRCT-phosphopeptide binding, green fluorescence polarization; actives 0.05% (n = 75,000); AID 875;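 further: potency means the concentration at half of the fitted maximal effect; plate controls were peptide without protein for full effect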
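Fluorescence polarization: His-tagged BRCT (~35 kDa BRCA1 C-terminus, 250 nM) bound to 100 nM fluorescein-labeled phosphorylated 10-aa BACH1 peptide, pH 7.3 phosphate buffer with DTT and Tween 20. Compounds incubated 12 min at room temperature; inhibition read as lowered polarization.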
BRCT PPI red – BRCT-phosphoprotein interaction inhibition (red fluorophore); BRCT-phosphopeptide binding, red fluorescence polarization; actives 0.03% (n = 75,000); Potency, µM (doses to about 76.9 µM), without a hit: at the highest dose activity change, negative = inhibition, usual class: inhibitors; P38398; further: on the % scale 0 is the no-effect control and ±100 the full control effect
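Fluorescence polarization: 100 nM His-tagged BRCA1 BRCT with 100 nM TAMRA-labelled phospho-BACH1 decapeptide, phosphate buffer pH 7.3 with 150 mM NaCl, DTT, 0.01% Tween 20; 12 min RT. Binding inhibition seen as FP decrease.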
CRE Fsk mod – modulators of forskolin-stimulated CRE signaling in CHO cells; CHO CRE-bla reporter (cAMP response element driving beta-lactamase), forskolin EC10, beta-lactamase ratio; Potency, µM (highest dose often 38.2 µM), without a hit: top-dose activity change, negative = inhibition, actives largely listed as activators; actives 2.5% (n = 71,000); AID 662; active means well fitted activation curve with a large enough effect in the signal ratio, with a control signal flat, not every such curve was filed as active; inconclusive means small, poorly fitted or top-dose-only effect, or effect the other way, or a change in a side signal; the % refers to the signal ratio; further: potency means the concentration at half of the fitted maximal effect; % of control where 0% means no effect
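Forskolin analogue NKH 477 at EC10 stimulated CRE-driven beta-lactamase in CHO cells alongside compound dilution series. Beta-lactamase was measured with CCF4, excitation 405 nm, emission ratio 460/530 nm.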
The depositor's hits bear a star; ? = inconclusive; / = not tested or not shown; [ ] = another dose, or the depositor's remark. Unless noted, the call rests on the fitted dose curve; in most records, active means well fitted curve in the direction sought with a large enough effect; inconclusive means small, poorly fitted or top-dose-only effect, or another doubt; inactive means no such curve, though single readings can be large; an effect the other way counts as inactive or inconclusive.

SMILES	Pol III holo inh	HADH2 inhib	USP2a inhib	Ub-GFP proteasome	HBB splicing	Hsp90 Hop PPI	15-hLO inh	GFP derepression	BRCT inh green	BRCT PPI red	CRE Fsk mod
CCCC(=O)Nc1ccc(NC(=O)CCc2ccccc2)cn1	0%	1%	-8%	2%	/	-10%	4%	0%	-0.4%	1.1%	-1%
Cc1c(NC(=O)C2(c3ccccc3)CCOCC2)c(=O)n(-c2ccccc2)n1C	5%	0%	0%	7%	-0.5%	-3%	5%	0%	0.2%	-1.7%	?
CCCCSC(=O)Nc1ccccc1	-1%	-11%	1%	-12%	0.5%	7%	5%	15%	0.2%	-1.8%	3%
CN1C(=O)CC2(CC(=O)N(Cc3ccccc3)C2)C1=O (configuration not stated)	-7%	-6%	-7%	6%	-0.4%	-1%	3%	-3%	-1.2%	1.2%	-5%
COC1(OC)N=C(N)C2(C#N)C(c3ccc4c(c3)OCO4)C12C#N (configuration not stated)	-2%	-6%	-8%	3%	-1.3%	?	-22%	2%	-2.0%	-0.5%	-9%
CCCCC(=O)N(c1ccc(C)c(C)c1)C1C=CS(=O)(=O)C1 (configuration not stated)	1%	4%	6%	-4%	-1.3%	0%	-1%	0%	-2.3%	0.4%	-7%
COC(C)=O	4%	2%	/	/	-0.2%	-2%	-1%	/	-1.0%	-2.7%	1%
CC(C)N(C(=O)N1CCC(c2nc(-c3ccncc3)no2)CC1)C(C)C	-3%	8%	7%	-3%	/	-2%	-4%	-3%	1.4%	-0.6%	2%
Cc1cc(C(C)(C)C)oc1C(=O)N1CCN(C(=O)c2oc(C(C)(C)C)cc2C)CC1	-3%	16%	1%	0%	0.0%	-4%	-5%	4%	1.0%	-0.2%	-3%
c1ccc(CN2CCN(CCCNc3ccc4nnc(-c5ccccc5)n4n3)CC2)cc1	-4%	-17%	/	3%	-0.2%	-10%	-17%	-2%	8.7%	-4.6%	20%
COc1ccc(CN(CC(=O)NCC2CCCO2)C(=O)CCC(=O)Nc2cc(C)on2)cc1 (configuration not stated)	-6%	0%	-3%	6%	/	1%	8%	-3%	-2.2%	0.8%	3%
CCOc1cc(S(=O)(=O)n2cc(-c3ccc(F)cc3)c(N)n2)cc(OCC)c1OCC	-2%	0%	20%	2%	-0.4%	-3%	-9%	0%	0.5%	0.0%	?
CCOC(=O)c1[nH]cnc1C(=O)O	-2%	-1%	/	-5%	-0.2%[57.5 µM]	25µM*	5%	-1%	-1.1%	-1.3%	-2%
O=C(NCCc1ccccc1)C1CCCN(C(=O)NC2CCCCC2)C1 (configuration not stated)	1%	2%	-17%	-6%	-0.4%	-3%	1%	-2%	-2.6%	-1.2%	-3%
Cc1cc(C)nc(SCCS(=O)Cc2ccc(Cl)cc2)n1 (configuration not stated)	-1%	?	9%	-4%	/	0%	-6%	-2%	-1.2%	-1.5%	0%
CCN1C(=O)C(CC(=O)NCc2ccc(Cl)cc2)N(CC)C1=O (configuration not stated)	-2%	-8%	0%	0%	0.8%	-3%	10%	0%	-1.7%	-2.2%	-2%
COc1ccc(-c2nc3cnc(N4CCOCC4)nc3n(C3CC3)c2=O)cc1	8%	17%	23%	-4%	0.0%	-1%	-1%	-3%[9.22 µM]	-2.6%	-2.8%	1.3µM*
COc1ccc(NS(=O)(=O)c2ccc(Oc3ncccn3)cc2)cc1	1%	10%	4%	-7%	-2.2%	-3%	6%	2%	-0.7%	0.6%	?
CCOc1cccc(N2C(=O)CC(N3CCC(C(N)=O)(N4CCCCC4)CC3)C2=O)c1 (configuration not stated)	-2%	-11%	9%	-5%	1.2%	-1%	8%	-3%	-1.9%	-1.3%	-8%
COC(=O)c1ccc(NC(=O)c2cccc(OC)c2)cc1	-2%	5%	0%	14%	-0.8%[9.22 µM]	5%	-25%	-4%	-0.3%	-0.8%	8%
CCOc1ccc(C2C=C(c3ccccc3)Nc3nnnn32)cc1 (configuration not stated)	-10%	32µM*	3%	-11%	-1.0%[1.84 µM]	16%	-15%	-2%	-1.0%	0.9%	?
COC(=O)c1ccc2c(=O)n(C3CCCCC3)c(SCC#N)nc2c1	-5%	2%	11%	-3%	-1.0%	3%	?	-3%	-0.9%	1.0%	?
O=C(Nc1ccon1)C1CCN(S(=O)(=O)c2cccs2)CC1	-2%	-1%	-3%	-4%	-0.3%	-5%	-4%	2%	0.5%	-0.5%	-4%
COc1ccc(N2C(=O)C3CC(C)=C(C)CC3C2=O)c(OC)c1 (configuration not stated)	-1%	10%	-1%	-1%	-0.9%	-4%	3%	-2%	-2.3%	1.1%	3%

As entered above.
Value for O=C(Nc1ccon1)C1CCN(S(=O)(=O)c2cccs2)CC1 in BRCT PPI red: -0.5%
Value for CCOc1ccc(C2C=C(c3ccccc3)Nc3nnnn32)cc1 (configuration not stated) in GFP derepression: -2%
Value for COC(=O)c1ccc(NC(=O)c2cccc(OC)c2)cc1 in BRCT PPI red: -0.8%

More entries
SMILES	Pol III holo inh	HADH2 inhib	USP2a inhib	Ub-GFP proteasome	HBB splicing	Hsp90 Hop PPI	15-hLO inh	GFP derepression	BRCT inh green	BRCT PPI red	CRE Fsk mod
CC1(C)Cc2cccc(OCC(=O)O)c2O1	-2%	2%	-3%	-4%	-5.2%[57.5 µM]	-3%	2%	-1%	-1.9%	-0.4%	-9%
CCCCSc1nc2c(c(=O)[nH]c(=O)n2C)n1CCc1ccccc1	8%	5%	/	-2%	-1.2%	?	1%	/	1.4%	0.0%	10µM*
O=C(Cc1ccccc1)N1CCC(c2nc(-c3ccc(F)cc3)no2)CC1	1%	7%	-11%	-2%	/	4%	?	1%	1.3%	-0.8%	-1%
O=C(CN1C(=O)C2(OCCO2)c2ccccc21)c1ccc(Br)cc1	-3%	1%	31%[activator]	6%	0.7%	2%	-24%	0%	-0.9%	-0.9%	?
CCC(=O)N1CCc2cc(S(=O)(=O)NC(C(=O)Nc3cccc(C)n3)C(C)C)ccc21 (configuration not stated)	-3%	19%	6%	-7%	-0.3%	?	4%	1%	2.0%	0.9%	3%
O=C(CN1C(=O)CCS(=O)(=O)c2ccccc21)NCc1ccccc1	-3%	-3%	-3%	12%	0.0%	-1%	3%	1%	-1.7%	-1.2%	-6%
O=C(NCC(c1cccnc1)N1CCOCC1)Nc1ccccc1 (configuration not stated)	-5%	6%	5%	-12%	-1.2%	1%	6%	1%	-2.8%	0.5%	?
Cn1c2c(c3ccccc31)CCSC2=O	-2%	-18%	1%	-9%	-0.6%	8%	1%	2%	-1.1%	0.4%	5%
COc1cc2c(cc1NC(=O)COC(=O)Cn1cnc3ccccc31)oc1ccccc12	1%	4%	26%	1%	-0.6%	-7%	8%	1%	-0.3%	0.6%	?
O=C(O)c1cccc(N2C(=O)c3cccnc3C2=O)c1	0%	0%	-3%	-1%	2.6%	-1%	-13%	-2%	1.3%	-1.0%	-5%

One compound at a time, from the list above. Order of values: Pol III holo inh, HADH2 inhib, USP2a inhib, Ub-GFP proteasome, HBB splicing, Hsp90 Hop PPI, 15-hLO inh, GFP derepression, BRCT inh green, BRCT PPI red, CRE Fsk mod
Entry for `COc1cc2c(cc1NC(=O)COC(=O)Cn1cnc3ccccc31)oc1ccccc12` : 1%, 4%, 26%, 1%, -0.6%, -7%, 8%, 1%, -0.3%, 0.6%, ?
Entry for `CCOc1ccc(C2C=C(c3ccccc3)Nc3nnnn32)cc1` (configuration not stated) : -10%, 32µM*, 3%, -11%, -1.0%[1.84 µM], 16%, -15%, -2%, -1.0%, 0.9%, ?

An excerpt, so the mix of outcomes need not match the whole.
